Screens: PubChem, National Center for Advancing Translational Sciences (NCATS)
Lipid storage S3 = qHTS Assay for Lipid Storage Modulators in Drosophila S3 Cells; Drosophila S3 cells, BODIPY lipid droplet fluorescence, 18-24 h; cells fed with added oleic acid; AID 2685; 0.64% of 320,000 active; lipid storage change, negative = inhibition, % at the top dose, mostly 46.1 µM; hits show Potency in µM; active means well fitted inhibition curve with a large enough effect in the signal ratio, with a control signal flat, not every such curve was filed as active; inconclusive means small, poorly fitted or top-dose-only effect, or effect the other way, or a change in a side signal; the % refers to the signal ratio
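Drosophila S3 cells got compounds at several concentrations plus oleic acid (400 uM solution). Laser-scanning cytometry with 488 nm excitation read lipid droplets at 500-530 nm and cells at 575-640 nm. Percent activity was relative to 20 uM Triacsin C.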
Lipid storage S3 cell count max = recorded beside Lipid storage S3, whose call it bears; cell number change, %; measured here: cell count max response;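 cells counted by Cell Tracker Red CMTPX staining in the red channel; peak over a dose series mostly up to 46.1 µM; percent activity relative to internal control wells on each plate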
An asterisk follows results filed as active; i = inactive; ? = inconclusive; . = no result given; [ ] = remark or other dose. On the % scale 0 is the no-effect control and ±100 the full control effect; potency means the concentration at half of the fitted maximal effect. Only part of the results is shown; rates above refer to the full screens.

Lipid storage S3	Lipid storage S3 cell count max	canonical_smiles
?	.	COC(=O)C1CCN(c2nc3ccccc3nc2C(C#N)C(=O)OCC(C)C)CC1 (stereo unspecified)
?	.	COc1ccc2c(Cl)c(C(=O)N/N=C3\CCCC(=O)C3)sc2c1
i	.	Cc1cc(=O)[nH]c(SCC(=O)N2CCc3ccccc3C2)n1
?	.	Cc1cc(C(=O)OCC(=O)Nc2ccccc2C#N)c(C)o1
-7%	.	CCOc1ccc(S(=O)(=O)N2CCN(C(=O)CN3C(=O)NC4(CCCC4)C3=O)CC2)cc1
i	.	COCCNC(=O)CN(Cc1ccc2c(c1)OCO2)C(=O)CCC(=O)Nc1nccs1
-9%	0	C=CCNC(=O)C1CC2Cn3c(nc4ccccc43)C2N1C (stereo unspecified)
7%	14	CC(=O)Nc1ccc(NC(=O)C(F)(F)F)cc1
?	.	S=C1NC2(CCCCC2)Nc2ccccc21
3%	-12	CCN(CC)c1ccc(/C=N/NC(=O)Cc2nnc(NC(=O)Nc3ccccc3)s2)cc1
12%	-5	COc1cccc(-c2cc(N3C(=O)Nc4ccccc4N3O)n[nH]2)c1
?	.	CC1CC(C)CN(CCCNC(=O)c2ccc3c(c2)ncn3C2CCCC2)C1 (stereo unspecified)
?	.	Cc1ccc(-n2c(C)c3c(C)nnc(C)c3c2C)cc1C
?	.	Cc1ccc(OCC(=O)NCc2cccs2)c([N+](=O)[O-])n1
13%	8	COC(=O)c1ccc(Oc2coc3cc(OCc4ccc([N+](=O)[O-])cc4)ccc3c2=O)cc1
?	.	Cc1ccc(C(=O)NCC(C)(C)N2CCOCC2)s1
?	.	Cc1ccc(C(=O)NCC(=O)N/N=C/c2sccc2C)cc1[N+](=O)[O-]
?	.	Oc1ccc(-c2nc3ccccn3c2NCc2ccco2)cc1
i	.	CCc1nn2cc(-c3ccccc3)nc2s1
?	.	Cc1c(C(=O)Nc2c(N)nc(SCC(=O)NCC3CCCO3)[nH]c2=O)cccc1[N+](=O)[O-] (stereo unspecified)

The list goes on; it opens with the 3 that closed the last part.
Lipid storage S3	Lipid storage S3 cell count max	canonical_smiles
?	.	Oc1ccc(-c2nc3ccccn3c2NCc2ccco2)cc1
i	.	CCc1nn2cc(-c3ccccc3)nc2s1
?	.	Cc1c(C(=O)Nc2c(N)nc(SCC(=O)NCC3CCCO3)[nH]c2=O)cccc1[N+](=O)[O-] (stereo unspecified)
?	.	FC(F)C(F)(F)c1cc(-c2ccc(Cl)cc2)n[nH]1
i	-6	COCCN(Cc1ccccc1)C(=O)c1ccc2c(c1)NC(=O)CS2
?	.	O=C(CSc1nc(-c2ccccc2)nc2c1Cc1ccccc1O2)Nc1ccc(C(=O)O)cc1
14%	-24	Cc1sc2nc(CN3CCOCC3)nc(N3CCN(S(=O)(=O)c4ccccc4)CC3)c2c1C
?	.	C/C(=N\NC(=O)Cc1c[nH]c2ccccc12)c1ccc2ccccc2c1
12%	-23	Cc1ccc(S(=O)(=O)N2[C@@H](c3ccccc3F)C(C(=O)O)=CC[C@H]2c2ccc(C(C)C)cc2)cc1
-8%	-21	COC(=O)C(O)(CC(=O)Nc1cc(Cl)ccc1Cl)C(F)(F)F (stereo unspecified)
?	.	N#C/C(=C\c1c[nH]c2ccccc12)C(=O)NC1CCCC1
?	.	Cc1ccccc1NC(=O)/C(C#N)=C\c1cccnc1
?	.	Cn1c2ccccc2c(=O)c2ccc(F)cc21
?	.	CCCC(=O)Nc1nnc(CCc2ccccc2)s1
?	.	CCOc1ccc(NC(=O)/C(C=Nc2ccccc2)=C(\C)O)cc1
-13%	3	Cc1ccc(S(=O)(=O)N(CCCN2CCCC2=O)Cc2cc3c(C)ccc(C)c3[nH]c2=O)cc1
i	.	CCOC(=O)c1sc(N)c(C(N)=O)c1C
3%	-5	COc1ccc(NC(=O)C2(c3ccc(NC(=O)c4ccc(C)cc4)cc3)CCCC2)cc1
-4%	-10	CC(=O)NC(c1cc(F)c2cccnc2c1O)C(C)C (stereo unspecified)
?	.	Cc1nn(Cc2ccccc2)c(C)c1NC(=O)c1noc2c1CCc1ccccc1-2
1%	.	C/C(=N/OC(=O)C1CC1c1ccccc1)c1ccccc1 (stereo unspecified)
-18%	.	Cc1ccc(C(=O)N2CCN(c3ccccc3F)CC2)cc1NC1=NC2CS(=O)(=O)CC2S1 (stereo unspecified)
-8%	13	Cc1ccc(-c2nc(CSc3nc4ccccc4c(=O)n3C)cs2)cc1
?	.	Nc1nonc1-n1nnc(C(=O)N/N=C/c2ccc(Cl)cc2Cl)c1CN1CCCC1
?	.	COc1ccc(NC(=O)CCS(=O)(=O)c2ccc(OC)cc2)cc1
-22%	10	COCC(=O)N1CCC(Oc2ccc(C(=O)N3CCCCCCC3)cc2)CC1
24%	9	CCC1=C(OC(=O)N(CC)CC)N2C(=O)OC(=NCC(=O)OC)[C@]2(Cc2ccccc2)[C@H]2C1=CC[C@H]1C(=O)N(CC(=O)OC)C(=O)[C@H]12
i	.	CCOC(=O)c1ccc(Nc2cc(C)nc(-c3ccccc3O)n2)cc1
-19%	1	COC(=O)c1cccc(NC(=O)CCCN2C(=O)NC3(CCCC3)C2=O)c1
10%	-6	CN(C(=O)c1ccc(NC(=O)Cc2ccc(NC(=O)C3CCN(C(=O)C4CCCC4)CC3)cc2)cc1)C1CC1
?	.	COc1ccc(N=Cc2ccc[nH]2)cc1
?	.	Cc1cc(C)n(-c2ccc(N3CCOCC3)nn2)n1
?	.	COc1ccccc1C(NC(=O)C1CCCCC1)c1c(O)ccc2ccccc12 (stereo unspecified)
i	10	Nc1cc(=O)[nH]c(SCCSc2cc(Cl)ccc2Cl)n1
19%	3	COc1ccc(S(=O)(=O)N2CCN(C(=O)c3cccc(Cl)c3)CC2)cc1
?	.	O=C(Nc1cccc(S(=O)(=O)N2CCOCC2)c1)c1cccc(S(=O)(=O)N2CCCCC2)c1
0%	-11	CCOc1c(OC)cccc1C1CC(=O)Nc2cc(OC)c(OC)cc21 (stereo unspecified)
8%	-1	C/C(=N\NC(=O)CCn1nc(C)cc1C)C(C)(C)C
9%	2	CN(C)c1ccc(P(=O)(OCc2ccccc2)C(O)c2ccc(Br)cc2)cc1 (stereo unspecified)
?	.	CC(=O)c1cccc(NC(=O)N2C3CCCC2CC(NC(=O)C2CC2)C3)c1 (stereo unspecified)
8%	11	CC(C)NC(=O)NC(=O)COC(=O)c1ccccc1F
?	.	Cc1nn(Cc2ccccc2Cl)c(C)c1C(=O)N1CCN(c2ccccc2)CC1
?	.	COc1cc2ccccc2cc1C(=O)Nc1ccc(S(=O)(=O)Nc2cc(C)on2)cc1
?	.	Cn1cc(S(=O)(=O)NC2CCCCC2)c(=O)n(C)c1=O
?	.	COC(=O)CCC(=O)c1ccc(OC)c(Cl)c1
?	.	O=c1c2ccccc2nc(-c2ccco2)n1CCc1ccc(O)cc1
3%	5	CC(=O)Nc1ccc(C(=O)Nc2ccc3c(c2)OCCO3)cc1
0%	0	CC(C)(C)CC(=O)NCc1cccs1
?	.	Cc1cc(C)nc(SCC(=O)NCc2ccco2)n1
?	.	CCOC(=O)N/N=C/C=C/c1ccccc1[N+](=O)[O-]
1%	-2	CCS(=O)(=O)N1CCN(c2ccc(C(=O)NC34CC5CC(CC(C5)C3)C4)cc2[N+](=O)[O-])CC1
-6%	8	C#CCOCCOCCOCCNc1nc(N2CCN(C(=O)[C@H]([C@@H](C)CC)n3cc([C@@H](N)CC(C)C)nn3)CC2)nc(N2CCN(C(=O)[C@H](Cc3ccc(O)cc3)n3cc([C@@H](N)CC(C)C)nn3)CC2)n1
?	.	O=C(CSc1nnc(Nc2ccccc2)s1)NCCN1C(=O)CSC1=O

The listing continues.
Lipid storage S3	Lipid storage S3 cell count max	canonical_smiles
?	.	CS(=O)(=O)c1ccc(NC(=O)C2CC(=O)N(c3ccc4c(c3)OCCO4)C2)cc1 (stereo unspecified)
?	.	O=C(CSCc1ccc([N+](=O)[O-])cc1)Nc1ccc(S(=O)(=O)N2CCCCCC2)cc1
?	.	Cc1ccc(OCCCC(=O)N2CCOCC2)cc1
?	.	C=CCN(C(=O)CCC(=O)O)C1CC(=O)N(c2ccc(OC)cc2)C1=O (stereo unspecified)
11%[9.22 µM]	-1	COc1ccc([C@]23Cc4ccccc4C(O2)C2=C(CC(C)(C)CC2=O)O3)cc1
37%	-8	COc1ccc(CNC(=O)COc2ccc([N+](=O)[O-])cc2)cc1
6%[9.22 µM]	11	C/C(Cn1cnc([N+](=O)[O-])n1)=N\NC(=O)c1ccc(O)cc1O
i	9	CCCCN(C)C(=O)C1CCC(CNS(=O)(=O)c2ccc3c(c2)CC(C)N3C(C)=O)CC1 (stereo unspecified)
2%	-17	Cc1nnc(SC(C)C(=O)Nc2ccc(S(=O)(=O)N3CCCCCC3)cc2)s1 (stereo unspecified)
?	.	O=C(CSc1nc(-c2ccccc2)cs1)Nc1nccs1

Shown in markdown: part of the list above
| molecule | Lipid storage S3 | Lipid storage S3 cell count max |
| --- | --- | --- |
| COc1ccc([C@]23Cc4ccccc4C(O2)C2=C(CC(C)(C)CC2=O)O3)cc1 | 11%[9.22 µM] | -1 |
| O=C(CSCc1ccc([N+](=O)[O-])cc1)Nc1ccc(S(=O)(=O)N2CCCCCC2)cc1 | ? | . |
| CS(=O)(=O)c1ccc(NC(=O)C2CC(=O)N(c3ccc4c(c3)OCCO4)C2)cc1 (stereo unspecified) | ? | . |
| Cc1ccc(OCCCC(=O)N2CCOCC2)cc1 | ? | . |
| O=C(CSc1nc(-c2ccccc2)cs1)Nc1nccs1 | ? | . |
| CCCCN(C)C(=O)C1CCC(CNS(=O)(=O)c2ccc3c(c2)CC(C)N3C(C)=O)CC1 (stereo unspecified) | i | 9 |
| C=CCN(C(=O)CCC(=O)O)C1CC(=O)N(c2ccc(OC)cc2)C1=O (stereo unspecified) | ? | . |

Additional structures
Lipid storage S3	Lipid storage S3 cell count max	canonical_smiles
?	.	CC(OC(=O)c1ccc(Cl)c(S(=O)(=O)N2CCc3ccccc32)c1)C(=O)Nc1ncc(Cl)cc1Cl (stereo unspecified)
?	.	COc1cc(C(=O)N/N=C/c2ccc(OC(=O)c3cccc(C)c3)cc2)ccc1O
14%	11	Cc1ccc(C(=O)N/C(=C\c2cn(C)c3ccccc23)C(=O)N2CCOCC2)cc1
14%	6	C#Cc1ccc([C@H]2C=C(C(=O)OCC=C)O[C@@H](OCC)[C@@H]2CCCO)cc1
17%	5	CN(C)c1ccc(/C=N/NC(=O)c2ccc(NC(=O)c3ccccc3)cc2)cc1
?	.	COc1ccccc1-c1cc(C(=O)N2CCN(S(=O)(=O)c3ccc(C)cc3)CC2)[nH]n1
i	.	COc1nc(Nc2ccc(OC)c(Cl)c2)nc(OC)n1
12%	-4	Cc1cc(Nc2ccc(Cl)cc2)n2nnnc2n1
-14%	-17	Cc1nnc(Sc2nc3c(c(=O)[nH]c(=O)n3C)n2Cc2ccccc2)s1
?	.	O=C(OCC(=O)N1CCN(C(=O)c2ccco2)CC1)c1ccccc1OCc1ccc(Cl)cc1
?	.	CC12CCC(O)CC1=CCC1C2CCC2(C)C1CCC21CCC(=O)O1 (stereo unspecified)
?	.	CCOC(=O)c1cc(C(=O)Nc2sc3c(c2C#N)CCCC3)nn1C
?	.	COC(=O)c1ccc2c(=O)[nH]c(CSc3nc(C)cs3)nc2c1
i	-6	CC(C)(C)OC(=O)NC(Cc1ccccc1)C(=O)NC(CSC1CCCCO1)C(=O)NN (stereo unspecified)
?	.	Cc1cccc(C)c1NC(=O)/C(C#N)=C/c1ccsc1
i	21	Cc1ccccc1CN1CCN(C(C)C(=O)NCc2ccccc2)CC1 (stereo unspecified)
?	.	CCN(CC)C(=O)C(Sc1ccccc1)c1ccccc1 (stereo unspecified)
?	.	CN(CC(=O)Nc1ccc(F)c(F)c1F)C(=O)CCCc1nc2ccccc2c(=O)[nH]1
?	.	CCOC(=O)CC(NC(C)=O)c1ccc([N+](=O)[O-])cc1 (stereo unspecified)
?	.	O=C(Oc1c(Cl)cc(Cl)c2cccnc12)c1cccs1

Compound profiles (already shown). Order of screens: Lipid storage S3, Lipid storage S3 cell count max
Entry for `CC(C)(C)CC(=O)NCc1cccs1` → 0%, 0
Entry for `CC(=O)c1cccc(NC(=O)N2C3CCCC2CC(NC(=O)C2CC2)C3)c1` (stereo unspecified) → ?, .

Going on with the list:
Lipid storage S3	Lipid storage S3 cell count max	canonical_smiles
?	.	CCC(=O)N=c1sc2cc([N+](=O)[O-])ccc2n1CCOC
19%	0	Cc1ccc(-n2c3c(cc(C(=O)NC4CCSC4=O)c2=O)C(=O)CCC3)cc1 (stereo unspecified)
?	.	Cn1c(N)c(C(=O)COC(=O)C2CC(=O)N(Cc3ccccc3)C2)c(=O)n(C)c1=O (stereo unspecified)
14%	10	Cc1cccc(-n2nnnc2SCC(=O)NCC2CCCO2)c1 (stereo unspecified)
3%	-20	CC1=NN(C(N)=S)C(=O)C1N=Nc1ccccc1O (stereo unspecified)
?	.	COc1ccc(C(=O)COC(=O)COc2ccc(C)c(C)c2)cc1
13%	0	Cc1onc(-c2ccccc2)c1C(=O)N=C(N)c1ccc(C(F)(F)F)cc1
?	.	Cc1nc(-c2ccc(Cl)cc2)sc1C1(C)CC(c2ccc(C#N)cc2)=NO1 (stereo unspecified)
i	3	Cc1cccc(N2CCN(C(=O)C3CCN(S(=O)(=O)c4cnc[nH]4)CC3)CC2)c1C
14%	21	C=CCn1c(C)csc1=Nc1ccccc1C
8%	11	CC1CN(Cc2ccc(C#N)cc2Cl)CC(C)O1 (stereo unspecified)
7%	3	COc1ccc([C@H]2CC(=O)C=C(c3ccc(-c4ccccc4)c(F)c3)C2)cc1
?	.	CC(=O)Nc1ncc(Cc2ccc(Cl)cc2Cl)s1
?	.	CCC(C)[C@H]1CNCCN1CCCc1cc(OC)c(OC)c(OC)c1 (stereo partly specified)
25%	.	CCn1c(SC(=O)NC2CCCCC2)nnc1-c1cccs1
